Screens as filed in PubChem BioAssay.
ZTA counter – counter-screen for EBNA-1 inhibitors: inhibitors of Epstein-Barr virus ZTA; P03206; AID 2234; ZTA-DNA binding, fluorescence polarization; 0.15% of 320,000 active; inhibition, % at 11 µM; in the data active = inhibition above about 33%
Target sequence (P03206 whole entry, looked up): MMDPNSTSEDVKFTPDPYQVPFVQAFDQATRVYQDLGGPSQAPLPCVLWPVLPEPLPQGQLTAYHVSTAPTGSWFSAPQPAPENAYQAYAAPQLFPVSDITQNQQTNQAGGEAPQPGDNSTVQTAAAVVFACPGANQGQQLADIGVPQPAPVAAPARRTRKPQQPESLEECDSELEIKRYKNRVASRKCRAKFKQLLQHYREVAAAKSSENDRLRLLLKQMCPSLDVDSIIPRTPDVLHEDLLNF
core dimer inh – blocks dimerization of HCV core protein. TR-FRET GST/Flag-core106 dimerization, 1536-well. inhibition, % at 5 µM. 0.33% of 300,000 active;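 active = inhibition above the mean of all tested compounds plus 3 SD, set per screening campaign, cut at about 45% in these data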
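Material: GST/Flag-tagged HCV core106 proteins. Incubation: 4 h, 22.5 °C incubation. Read-out basis: inhibition (%) from 671 over 617 nm ratio. Measured by: TR-FRET, excitation 340 nm, emission 617 and 671 nm.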
GASC-1 inh – inhibitors of human GASC-1 (JMJD2C) demethylase. Q9H3R0. GST-JMJD2C(1-420) H3K9me3 demethylation, DELFIA europium. inhibition, % at 2.35 µM. 0.069% of 330,000 active. AID 2099;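 active = more than half of a compound's replicate wells show inhibition beyond 50%, single wells judged on their own value; inconclusive = some, but no more than half, of replicates pass 50% inhibition; inactive = no replicate passes 50% inhibition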;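 also: signal counts dimethyl H3K9 product captured on neutravidin plate; 0% = median of DMSO wells and 100% = 0.3 times that DMSO median; strong numbers were not always called active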
CTSL1 counter – blocks F. hepatica cathepsin L1 in PFM18AAP counter-screen; recombinant F. hepatica cathepsin L1, Z-Leu-Arg-MCA fluorescence; inhibition, % at 5.96 µM; 0.49% of 300,000 active;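 active = inhibition above the mean of all tested compounds plus 3 SD, set per screening campaign, cut at about 17% in these data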;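 also: 0% = plate median of test compound wells and 100% = 1 µM Z-Phe-Ala-diazomethylketone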
Yeast superoxide – caloric restriction mimetics inhibiting age-related superoxide in yeast. S. cerevisiae aged cells, superoxide DHE fluorescence; hits give low values. superoxide response (% of plate mean), % at 10 µM. 0.18% of 330,000 active;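 active = superoxide response under a set limit, about three screen SD below normal, cut at about 65% in these data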;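 also: yeast aged for seven days with compound at 30 °C before DHE staining; 100% = average MFI of all compound-treated wells on the plate with controls excluded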
PP5 inh – inhibitors of human protein phosphatase 5 (PP5); P53041; purified PP5c, OMFP substrate fluorescence; inhibition, % at 6.7 µM; 0.18% of 320,000 active; AID 1987;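 active = inhibition above the campaign's mean inhibition across all tested compounds plus 3 SD, cut at about 9.5% in these data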;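 also: 0% = DMSO only and 100% = 100 µM cantharidin control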
Target sequence (P53041 whole entry, looked up): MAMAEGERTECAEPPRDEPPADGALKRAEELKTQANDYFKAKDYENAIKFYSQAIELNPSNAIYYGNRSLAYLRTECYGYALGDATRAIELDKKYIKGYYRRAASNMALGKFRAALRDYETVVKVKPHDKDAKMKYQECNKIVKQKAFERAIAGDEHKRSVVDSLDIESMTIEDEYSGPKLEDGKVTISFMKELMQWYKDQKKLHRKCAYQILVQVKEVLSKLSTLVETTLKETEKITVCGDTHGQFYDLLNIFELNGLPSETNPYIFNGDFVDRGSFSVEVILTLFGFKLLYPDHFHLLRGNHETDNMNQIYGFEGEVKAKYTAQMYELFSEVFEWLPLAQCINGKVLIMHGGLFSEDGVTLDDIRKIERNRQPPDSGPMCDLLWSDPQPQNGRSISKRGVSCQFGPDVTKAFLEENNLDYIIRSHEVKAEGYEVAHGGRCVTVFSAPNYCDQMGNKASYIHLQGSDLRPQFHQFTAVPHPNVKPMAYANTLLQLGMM
PP1 counter – PP1-alpha (human) inhibition in PP5 counter-screen. P62136. purified PP1alpha, OMFP fluorescence. inhibition, % at 6.7 µM. 0.9% of 320,000 active. AID 2235;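 active = inhibition above the mean inhibition of all tested compounds plus 3 SD, computed separately for each screening campaign, cut at about 15% in these data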
Target sequence (P62136 whole entry, looked up): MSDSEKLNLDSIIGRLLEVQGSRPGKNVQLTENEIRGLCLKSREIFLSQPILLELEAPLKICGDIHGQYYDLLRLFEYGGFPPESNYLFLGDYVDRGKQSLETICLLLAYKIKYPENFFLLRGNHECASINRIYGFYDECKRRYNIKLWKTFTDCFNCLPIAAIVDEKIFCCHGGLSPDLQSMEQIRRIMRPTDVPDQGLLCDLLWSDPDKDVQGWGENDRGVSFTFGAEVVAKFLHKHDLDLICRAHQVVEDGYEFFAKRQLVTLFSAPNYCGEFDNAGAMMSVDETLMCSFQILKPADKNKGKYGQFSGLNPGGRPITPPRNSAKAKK
TPT1 inhibitor – inhibitors of Candida albicans tRNA 2'-phosphotransferase TPT1 | inhibition, % at 5 µM | 0.81% of 300,000 active | AID 1962 | recombinant caTPT1, FP RNA substrate dephosphorylation;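 active = inhibition above the mean of all tested compounds plus 3 SD, set per screening campaign, cut at about 24% in these data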;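 also: plate controls were DMSO alone for no effect and ferristatin control at 100 nM for full effect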
EBNA-1 inh – blocks EBNA-1 binding to DNA. EBNA-1 DNA binding, fluorescence polarization. inhibition, % at 14.8 µM. 0.34% of 300,000 active. AID 1950; in the data active = inhibition above about 28%
Starred values were filed as active, the others as inactive; ? = inconclusive; . = no result given.

Structure	ZTA counter	core dimer inh	GASC-1 inh	CTSL1 counter	Yeast superoxide	PP5 inh	PP1 counter	TPT1 inhibitor	EBNA-1 inh
NC(=O)CN1C(=O)NC2(CCOc3ccccc32)C1=O (configuration not stated)	5	-5	2	3	99	-0.1	-3	-4	-11
Cc1cccc(C)c1NC(=O)CSc1nnnn1-c1ccc(C(=O)O)cc1	8	-3	21	-3	104	0.3	-2	-4	7
O=C(/C=C/c1ccco1)c1ccc(NC(=O)C23CC4CC(CC(C4)C2)C3)cc1	19	5	-8	-2	105	-2.5	-1	10	17
CC(Sc1nnc(-c2cccnc2)n1-c1ccccc1)C(=O)NCc1ccc2c(c1)OCO2 (configuration not stated)	8	2	-3	-1	85	0.1	2	1	4
Cc1ccnc(N2CCC(C(=O)NNC(=O)c3ccccc3)CC2)n1	6	-6	7	-3	118	0.9	-2	3	2
CNC(=S)N/N=C/c1ccco1	15	-1	-1	1	104	-1.3	-4	-8	-2
CCc1nn(CC(=O)NCCCc2ccccc2)c(=O)c2cc3cc(F)ccc3n12	1	18	56	0	110	-0.4	-1	1	-16
Cc1ccc(CCNC(=O)CN2CCN(Cc3ccccc3F)C2=O)cc1	8	0	8	0	104	1.5	-1	-1	4
CCc1cc(C(=O)c2ccc(OC)cc2)c(NC(=O)CC(C)(C)CC(=O)O)s1	10	0	7	2	95	-0.9	-1	-4	6
CCOC(=O)c1c(NC(=O)Cn2nnc(-c3ccc(Cl)cc3)n2)sc(CC)c1C	-15	-1	12	1	111	1.1	3	-4	-9
Cn1cccc1CC(=O)N/N=C/c1ccc(Cl)c([N+](=O)[O-])c1	-15	4	-2	4	120	2.1	7	-1	-7
O=C(O)C1C2C=CC(C2)C1C(=O)Nc1cccc(Cl)c1 (configuration not stated)	-10	-5	-11	-6	93	2.0	1	-2	-11
COc1cc(C(C(=O)NC(C)(C)C)N(C(=O)CNC(=O)c2cccs2)c2cccnc2)cc(OC)c1OC (configuration not stated)	16	-3	-3	-6	101	0.1	3	1	2
COc1cccc(C2(O)CC(C(F)(F)F)=NN2C(=O)c2ccccn2)c1 (configuration not stated)	0	3	12	0	97	-1.8	-1	0	-7
N#CC1=C(N)N(c2ccc(Cl)c(Cl)c2)C(=O)C1	13	4	-4	1	107	-3.3	2	2	10
COc1ccc(CCNc2ccc(S(=O)(=O)N3CCCC3)cc2[N+](=O)[O-])cc1	-2	7	4	0	117	6.2	7	-1	-9

Complete entries, quoted from the list. Screens in order: ZTA counter, core dimer inh, GASC-1 inh, CTSL1 counter, Yeast superoxide, PP5 inh, PP1 counter, TPT1 inhibitor, EBNA-1 inh
O=C(O)C1C2C=CC(C2)C1C(=O)Nc1cccc(Cl)c1 (configuration not stated) is listed as -10, -5, -11, -6, 93, 2.0, 1, -2, -11
COc1cc(C(C(=O)NC(C)(C)C)N(C(=O)CNC(=O)c2cccs2)c2cccnc2)cc(OC)c1OC (configuration not stated) is listed as 16, -3, -3, -6, 101, 0.1, 3, 1, 2

(list continues)
Structure	ZTA counter	core dimer inh	GASC-1 inh	CTSL1 counter	Yeast superoxide	PP5 inh	PP1 counter	TPT1 inhibitor	EBNA-1 inh
CC(OC(=O)c1cc(Cl)ccc1[N+](=O)[O-])C(=O)NC(C)c1ccc(F)cc1 (configuration not stated)	5	4	4	1	106	3.4	0	-3	12
O=C(Nc1ccc(-c2cn3c(n2)SCC3)cc1)c1ccc2c(c1)OCO2	-5	10	-7	5	97	-0.4	1	5	9
COC(=O)c1ccc(C)c(NS(=O)(=O)c2ccc(OC)c(OC)c2)c1	-4	-4	-1	1	107	4.2	-4	0	-7
O=C1C(=O)N(CCN2CCOCC2)C(c2ccc([N+](=O)[O-])cc2)/C1=C(/O)c1ccc2c(c1)OCO2 (configuration not stated)	2	-5	-5	3	97	1.7	0	2	-3
COCCNC(=S)NNC(=O)c1ccc(-n2cnnn2)cc1	3	3	-18	-1	89	-0.3	-2	2	12
C=CCN=C1SC(CC)C(=O)N1S(=O)(=O)c1ccc(C)cc1 (configuration not stated)	12	8	-7	2	111	2.4	0	11	-2
COc1ccc(C(=O)Cn2cnc3ccccc3c2=O)cc1OC	3	3	10	0	103	3.6	-3	1	-4
CNC(CC(C)C)C(=O)NC1C(=O)NC(CC(N)=O)C(=O)NC2C(=O)NC3C(=O)NC(C(=O)NC(C(=O)O)c4cc(O)cc(O)c4-c4cc3ccc4O)C(O)c3ccc(c(Cl)c3)Oc3cc2cc(c3OC2OC(CO)C(O)C(O)C2OC2CC(C)(N)C(O)C(C)O2)Oc2ccc(cc2Cl)C1O (configuration not stated)	-2	12	8	-4	89	-1.2	6	-1	5
Cc1ccnc(NS(=O)(=O)c2ccc(NC(=O)c3ccc(S(=O)(=O)N4CCOCC4)cc3)cc2)n1	12	-3	-4	-1	105	-3.2	-4	0	4
COc1ccc(NC(=O)CSc2nc3c(c(=O)[nH]2)CCC3)cc1OC	3	-4	-2	-2	71	-2.6	5	0	-4
Cn1cc(/C=N/NC(=O)c2cc3cc(Br)ccc3o2)c2ccccc21	-2	0	0	3	93	-0.1	-3	-3	0
CCOC(=O)c1ccc(NC(=O)/C=C/c2cccs2)cc1	6	5	-7	9	102	0.8	2	-3	1
Cc1ccc(NC(=O)CO/N=C/c2ccccc2C)c(C)c1	11	-5	2	1	95	-3.2	-5	0	-3
C/C(=N/OC(=O)c1ccc(C)cc1)c1cccs1	-22	-1	7	-3	85	-1.3	0	-3	-3
CC(C)Oc1ccc(CNC(=O)CCC(=O)N2CCSc3ccccc32)cc1	14	6	1	0	102	-1.8	-1	5	13
O=C(CNS(=O)(=O)c1cccc(Cl)c1)Nc1ccc(-c2nc3ccccc3s2)cc1	14	5	-9	-1	110	-3.8	1	15	55*

Among those listed so far, 5 contain a thiophene ring, fused or not:
Structure	ZTA counter	core dimer inh	GASC-1 inh	CTSL1 counter	Yeast superoxide	PP5 inh	PP1 counter	TPT1 inhibitor	EBNA-1 inh
CCc1cc(C(=O)c2ccc(OC)cc2)c(NC(=O)CC(C)(C)CC(=O)O)s1	10	0	7	2	95	-0.9	-1	-4	6
CCOC(=O)c1c(NC(=O)Cn2nnc(-c3ccc(Cl)cc3)n2)sc(CC)c1C	-15	-1	12	1	111	1.1	3	-4	-9
COc1cc(C(C(=O)NC(C)(C)C)N(C(=O)CNC(=O)c2cccs2)c2cccnc2)cc(OC)c1OC (configuration not stated)	16	-3	-3	-6	101	0.1	3	1	2
CCOC(=O)c1ccc(NC(=O)/C=C/c2cccs2)cc1	6	5	-7	9	102	0.8	2	-3	1
C/C(=N/OC(=O)c1ccc(C)cc1)c1cccs1	-22	-1	7	-3	85	-1.3	0	-3	-3

Carrying on.
Structure	ZTA counter	core dimer inh	GASC-1 inh	CTSL1 counter	Yeast superoxide	PP5 inh	PP1 counter	TPT1 inhibitor	EBNA-1 inh
CCCCc1nnc(NC(=O)CSc2nc(O)c(-c3ccccc3)c(=O)[nH]2)s1	-13	2	-9	0	100	2.6	4	-5	-3
O=C(Nc1cccnc1)/C(N=Nc1c(Cl)cccc1Cl)=C(\O)c1ccccc1	-2	10	-8	-1	96	-1.0	10	0	-2
COc1ccc(OC)c(NC(=O)CSc2nnc(Cn3nnc4ccccc43)n2C)c1	7	-3	-11	3	88	-0.3	1	-4	2
COc1ccc(CC(=O)OCC(=O)c2ccc(OC)cc2)cc1	2	-3	-1	1	72	-3.3	0	2	-3
Cc1cccc(N2CCN(CC(=O)Nc3ccc(S(=O)(=O)N4CCOCC4)cc3)CC2)c1C	0	12	10	-6	71	1.9	-9	-1	-13
C/C(N)=C(/C#N)C(=O)COC(=O)c1cc2c(s1)CCCC2	1	4	.	1	114	0.3	-1	2	4
Cc1ccc(-c2cc(C(=O)NCc3ccc4c(c3)OCO4)[nH]n2)c(O)c1C	11	0	-5	2	81	3.1	4	1	7
Cc1ccc(O)c(-c2cc3ccccc3[nH]2)c1	-20	-14	?	-2	95	9.2	1	2	-4
c1ccc2c(c1)CCN(c1ncnc3nc[nH]c13)C2	-7	1	11	0	95	0.4	-3	0	2
CCCNC(=O)CS(=O)Cc1nc(-c2ccc(OC)cc2)oc1C (configuration not stated)	-4	-5	-18	5	94	4.3	5	-4	4
Cc1c(NCc2nc3ccccc3[nH]2)c(=O)n(-c2ccccc2)n1C	-6	0	26	3	95	3.5	3	1	-1
CN(Cc1ccccc1)S(=O)(=O)c1ccc(Cl)c(C(=O)N2CCC2)c1	-8	.	5	.	77	-1.3	0	.	.
CC(C)n1cnnc1SCC(=O)NC(=O)c1ccccc1	-10	-4	4	-5	99	-0.3	-5	3	-4
CC(C)[C@H](NC(=O)OC(C)(C)C)C(=O)NCC1CCC(C(=O)N[C@@H](Cc2ccccc2)C(=O)O)CC1 (some centres not stated)	8	6	-21	7	103	-0.4	-1	-1	9
O=C1CS/C(=N\NC(=O)c2ccccc2)N1	-15	-8	1	-3	118	4.4	8	-3	-7
COCc1cc(C)nc(SCC(=O)NCC2CCCO2)c1C#N (configuration not stated)	-15	1	13	-1	97	2.2	3	-1	-4

5 entries already listed, sorted by the number in PP5 inh, low to high:
Molecule,core dimer inh,GASC-1 inh,PP5 inh,TPT1 inhibitor,EBNA-1 inh
CC(C)[C@H](NC(=O)OC(C)(C)C)C(=O)NCC1CCC(C(=O)N[C@@H](Cc2ccccc2)C(=O)O)CC1 (some centres not stated),6,-21,-0.4,-1,9
CC(C)n1cnnc1SCC(=O)NC(=O)c1ccccc1,-4,4,-0.3,3,-4
c1ccc2c(c1)CCN(c1ncnc3nc[nH]c13)C2,1,11,0.4,0,2
Cc1c(NCc2nc3ccccc3[nH]2)c(=O)n(-c2ccccc2)n1C,0,26,3.5,1,-1
O=C1CS/C(=N\NC(=O)c2ccccc2)N1,-8,1,4.4,-3,-7

Continued:
Structure	ZTA counter	core dimer inh	GASC-1 inh	CTSL1 counter	Yeast superoxide	PP5 inh	PP1 counter	TPT1 inhibitor	EBNA-1 inh
COc1ccc(CCn2c(-c3ccncc3)n[nH]c2=S)cc1OC	2	-2	-6	2	84	-2.7	1	0	12
CC(C)NC(=O)C1(c2ccccc2)CC1(Cl)Cl (configuration not stated)	5	0	2	-2	104	1.8	1	1	2
CC(Sc1nnc(N)s1)C(=O)Nc1nccs1 (configuration not stated)	3	-10	-4	-3	103	0.5	-3	1	-3
O=C(Nc1cccc(Cl)c1Cl)Nn1cnnc1	3	-4	-2	-2	112	1.8	2	-1	-11
O=C1/C(=C/c2ccc(O)cc2)SC(=S)N1CC1CCCO1 (configuration not stated)	5	-5	7	0	93	-0.3	-3	75*	-8
CN(C(=O)CSc1nnc2ccccn12)C1CCS(=O)(=O)C1 (configuration not stated)	0	-1	7	-6	108	-0.9	-2	-7	15
CC1=C(n2nnc3ccccc32)C(c2ccccc2)C(C#N)=C(N)O1 (configuration not stated)	12	15	-7	-9	96	-1.7	-3	8	0
COc1cc(CNC2CCCCCCC2)cc(Cl)c1OC	2	2	6	0	102	-0.3	-3	-2	90*
Cc1nc2cc(Cl)ccc2n1CCO	10	0	5	0	131	-3.1	-2	-1	6
O=C(Nc1ccccc1F)C1COc2ccccc2O1 (configuration not stated)	-4	6	0	-3	96	1.4	-3	0	-2
CCCN(CCC)CCNC(=O)C1CCN(S(=O)(=O)c2cccc3nsnc23)CC1	10	-2	0	2	107	3.3	-1	-3	-4
C=CCC1(NC(C)c2ccccc2)CCCCC1 (configuration not stated)	10	-20	5	6	88	-7.0	-1	-4	-4
